Source: PubChem
TLR4 MyD88 comp = inhibitors of TLR4-MyD88 association in cells, primary screen, cell-based, HeLa CL3-4, BLA complementation, FRET ratio | Toll-like receptor 4 (Homo sapiens) + Myeloid differentiation primary response protein … | HeLa CL3-4 TLR4/MyD88 BLA complementation | inhibition, % at 8.4 µM | hit rate 0.18% among 200,000 | AID 861, 2007; in the data active = inhibition above about 25%;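 also: 0% = vehicle and 100% = reference inhibitor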
Target sequence (O00206 whole entry, looked up): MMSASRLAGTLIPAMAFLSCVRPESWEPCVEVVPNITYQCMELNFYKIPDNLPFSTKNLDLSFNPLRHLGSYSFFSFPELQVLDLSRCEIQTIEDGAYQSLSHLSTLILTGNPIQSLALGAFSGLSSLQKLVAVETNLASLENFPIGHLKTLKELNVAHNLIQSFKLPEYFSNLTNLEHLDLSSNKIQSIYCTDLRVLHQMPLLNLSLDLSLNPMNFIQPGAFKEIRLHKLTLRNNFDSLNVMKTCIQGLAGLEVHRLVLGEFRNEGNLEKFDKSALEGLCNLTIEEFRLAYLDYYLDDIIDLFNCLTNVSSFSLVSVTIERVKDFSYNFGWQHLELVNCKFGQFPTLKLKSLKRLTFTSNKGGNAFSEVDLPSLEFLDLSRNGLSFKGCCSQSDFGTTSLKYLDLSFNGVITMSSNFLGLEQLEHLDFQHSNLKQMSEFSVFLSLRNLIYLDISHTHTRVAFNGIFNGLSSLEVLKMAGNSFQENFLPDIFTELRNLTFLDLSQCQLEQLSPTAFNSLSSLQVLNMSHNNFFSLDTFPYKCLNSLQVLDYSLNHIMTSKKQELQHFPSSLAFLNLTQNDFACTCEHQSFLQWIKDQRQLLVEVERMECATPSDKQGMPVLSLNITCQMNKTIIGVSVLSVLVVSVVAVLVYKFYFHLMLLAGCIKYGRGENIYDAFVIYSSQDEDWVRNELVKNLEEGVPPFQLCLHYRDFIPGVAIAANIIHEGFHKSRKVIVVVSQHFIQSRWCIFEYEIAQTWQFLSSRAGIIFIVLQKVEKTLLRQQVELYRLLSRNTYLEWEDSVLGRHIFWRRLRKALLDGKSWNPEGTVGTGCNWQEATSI
Target sequence (Q99836 whole entry, looked up): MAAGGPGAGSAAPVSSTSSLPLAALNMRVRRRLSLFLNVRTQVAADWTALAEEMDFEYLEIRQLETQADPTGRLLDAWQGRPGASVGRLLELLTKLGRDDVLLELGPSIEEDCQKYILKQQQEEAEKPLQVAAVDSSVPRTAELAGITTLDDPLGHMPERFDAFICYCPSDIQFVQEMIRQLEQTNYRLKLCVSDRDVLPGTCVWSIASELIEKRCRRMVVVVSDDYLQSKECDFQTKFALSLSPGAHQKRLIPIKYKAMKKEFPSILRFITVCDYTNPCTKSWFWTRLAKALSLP
DTT redox prof = compounds producing H2O2 with reducing agent – biochemical, NIH compound library profiling, artefact control for MLSCN library redox annotation, primary screen | DTT-dependent redox cycling H2O2, phenol red/HRP absorbance; 100% = 100 µM peroxide control, 0% = buffer | hit rate 0.03% among 200,000 | AID 878, 2007 | activation, % at 10 µM;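 active = activation of at least 50% relative to the plate's high and low controls in the primary single-dose screen; inactive = activation below 50%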;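 also: compound incubated with DTT at 0.8 mM final as the reducing agent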
STAT1 activator = STAT1 signaling activators, primary screen, cell-based, HTS, luciferase reporter. NIH 3T3 STAT1-luciferase reporter, IFN-gamma, luminescence; 100% = IFN-gamma alone, no compound. activation (% of control), % at 5.5 µM. hit rate 2.6% among 200,000;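 active = activation above the screen-wide mean activation plus 3 SD, cut at about 130% in these data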;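 also: raw ratio to IFN-gamma control signal so 100% means no change and 0% no light; values of inactives mirror those of a sister screen read the other way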
STAT1 inh = STAT1 signaling inhibitors, primary screen, cell-based, HTS, luciferase reporter; NIH 3T3 STAT1-luciferase reporter, IFN-gamma, luminescence; inhibition, % at 5.5 µM; hit rate 0.35% among 200,000; AID 920, 2007;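 active = inhibition above a set limit, the mean inhibition across all tested compounds plus 3 SD, cut at about 34% in these data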;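 also: 0% = IFN-gamma with DMSO and 100% = IFN-gamma with 300 µM nifuroxazide; values of inactives mirror those of a sister screen read the other way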
STAT3 inh = IL-6 driven STAT3 reporter inhibitors, primary screen, U3A cells, luciferase, luminescence, MLSCN library. IL-6 STAT3-luciferase reporter; host cell line lacks STAT1. inhibition, % at 5.5 µM. hit rate 0.89% among 190,000;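 active = inhibition above the mean inhibition across all screened compounds plus 3 SD, cut at about 44% in these data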;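 also: 0% = DMSO only wells and 100% = 100 µM nifuroxazide control wells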
Efa HMGR inh = inhibitors of E. faecalis class II HMGR, primary screen, biochemical, Enterococcus faecalis; HMG-CoA reductase (Enterococcus faecalis, mvaE); purified E. faecalis HMGR, NADPH absorbance 340 nm kinetic; inhibition, % at 10 µM; hit rate 0.41% among 190,000;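 active = inhibition above a set limit, the median over all tested compounds plus 3 SD, cut at about 9.5% in these data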;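 also: enzyme runs in reverse so mevalonate oxidation gives rising NADPH absorbance; 0% = complete reaction with DMSO and 100% = background rate lacking mevalonate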
NF-kB expr up = activators of NF-kB expression in neurons, primary screen, cell-based, HTS | human neuronal cells, NF-kB reporter expression; hits give high values | fold change at 12.5 µM | hit rate 1.6% among 190,000 | AID 1239, 2008; in the data active = fold change above about 3.3
Hsp70 act = Hsp70 transcriptional activators, primary screen, cell-based, HeLa, Hsp70 promoter luciferase, luminescence, 10 µM | HeLa Hsp70 promoter luciferase reporter; scaled: vehicle 0, proteasome-inhibitor control 100% | activation, % at 10 µM | hit rate 0.04% among 200,000 | AID 1203, 2008;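 active = activation above the mean across all tested compounds plus 3 SD, cutoff set per campaign, cut at about 5.5% in these data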;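 also: 100% = MG132 at 30 µM as the positive control and 0% = DMSO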
APP 5'UTR act = activators of APP 5'UTR luciferase reporter, primary screen, SH-SY5Y cells | hit rate 1% among 190,000 | SH-SY5Y APP 5'UTR luciferase reporter, luminescence; zero percent = DMSO vehicle wells | activation, % at 2 µM | AID 1276, 2008;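 active = activation above a set limit, based on mean plus 3 SD of controls, cut at about 140% in these data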; also: values of inactives mirror those of a sister screen read the other way
STAT3 act = IL-6 driven STAT3 reporter potentiators, primary screen, U3A cells, luciferase, luminescence, MLSCN library | IL-6 STAT3-luciferase reporter; 100% = signal with IL-6 EC80 alone | activation (% of control), % at 5.6 µM | hit rate 0.91% among 190,000 | AID 871, 2007;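 active = activation above the screen-wide mean of compound activation plus 3 SD, cut at about 130% in these data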;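 also: 0% = background luminescence of wells with medium and substrate only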
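Material: STAT3-luciferase reporter U3A cells. Controls: IL-6-treated wells, 100% activation. Read-out: % activation versus median of IL-6-stimulated wells. Probe or stimulus: IL-6 stimulus at 33 ng/mL final. Timing: compound 1 h, then IL-6 6 h at 37 °C. Signal: reporter luminescence signal.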
* hit, by the source's call.

SMILES	TLR4 MyD88 comp	DTT redox prof	STAT1 activator	STAT1 inh	STAT3 inh	Efa HMGR inh	NF-kB expr up	Hsp70 act	APP 5'UTR act	STAT3 act
CCOC(=O)C1CCN(C(=O)c2c(-c3c(F)cccc3Cl)noc2C)CC1	-18.4	-0.1	101.5	-1.6	-0.6	0.6	1.18	-0.1	15.4	101.2
COc1ccc(CCNC(=O)CSc2nnc(Cc3cccn3C)n2C)cc1OC	12.0	0.1	96.8	1.4	9.9	-2.8	1.18	-0.4	1.7	96.8
CSc1ncccc1C(=O)Nc1ccc(F)c(F)c1F	-6.0	0.1	110.3	-11.1	11.0	0.5	1.23	0.0	-17.2	94.5
Cn1cnnc1SCC(=O)NN(c1ccccc1)c1ccccc1	-11.0	-0.5	89.7	11.8	7.4	5.9	1.22	-0.3	-7.8	96.0
CC1(C)Oc2ccc3ccc(=O)oc3c2/C(=C/Nc2ccccc2)C1=O	-6.3	0.3	100.8	1.5	21.4	-1.8	0.72	-0.1	1.3	82.2
CCN(CC)c1ccc(C2C3CCCCC3(O)CCN2C(=O)c2cccs2)cc1 (configuration not stated)	-9.3	0.3	100.1	-0.1	-8.5	-2.1	0.96	-0.3	-6.2	105.8
COCCCNC(=O)CCc1nc2cccnc2n1Cc1ccccc1	9.0	-3.4	96.5	3.9	9.4	0.4	1.04	0.7	8.0	95.3
CC(C)CN(/C=N/c1sc2c(c1C#N)CCCCC2)CC(C)C	-2.7	0.0	101.5	1.3	-5.6	-0.8	1.03	-0.3	-4.2	104.5
O=C(O)CCN1C(=O)/C(=C/c2cn(-c3ccccc3)nc2-c2cccs2)SC1=S	8.9	-0.4	100.7	-1.1	10.0	-5.2	1.01	0.2	-9.0	96.0
N/C(=N\c1nc2c(c(=O)[nH]1)CCC2)Nc1cccc2ccccc12	-11.7	-4.5	90.7	10.1	17.7	-1.9	0.87	0.3	-1.3	88.0

Rewritten bar-delimited: part of the list above.
Structure | TLR4 MyD88 comp | DTT redox prof | STAT1 activator | STAT1 inh | STAT3 inh | Efa HMGR inh | NF-kB expr up | Hsp70 act | APP 5'UTR act | STAT3 act
CC1(C)Oc2ccc3ccc(=O)oc3c2/C(=C/Nc2ccccc2)C1=O | -6.3 | 0.3 | 100.8 | 1.5 | 21.4 | -1.8 | 0.72 | -0.1 | 1.3 | 82.2
CCN(CC)c1ccc(C2C3CCCCC3(O)CCN2C(=O)c2cccs2)cc1 (configuration not stated) | -9.3 | 0.3 | 100.1 | -0.1 | -8.5 | -2.1 | 0.96 | -0.3 | -6.2 | 105.8

Already shown: entries from further up.
SMILES	TLR4 MyD88 comp	DTT redox prof	STAT1 activator	STAT1 inh	STAT3 inh	Efa HMGR inh	NF-kB expr up	Hsp70 act	APP 5'UTR act	STAT3 act
COc1ccc(CCNC(=O)CSc2nnc(Cc3cccn3C)n2C)cc1OC	12.0	0.1	96.8	1.4	9.9	-2.8	1.18	-0.4	1.7	96.8
CSc1ncccc1C(=O)Nc1ccc(F)c(F)c1F	-6.0	0.1	110.3	-11.1	11.0	0.5	1.23	0.0	-17.2	94.5
Cn1cnnc1SCC(=O)NN(c1ccccc1)c1ccccc1	-11.0	-0.5	89.7	11.8	7.4	5.9	1.22	-0.3	-7.8	96.0
CC1(C)Oc2ccc3ccc(=O)oc3c2/C(=C/Nc2ccccc2)C1=O	-6.3	0.3	100.8	1.5	21.4	-1.8	0.72	-0.1	1.3	82.2
CCN(CC)c1ccc(C2C3CCCCC3(O)CCN2C(=O)c2cccs2)cc1 (configuration not stated)	-9.3	0.3	100.1	-0.1	-8.5	-2.1	0.96	-0.3	-6.2	105.8
COCCCNC(=O)CCc1nc2cccnc2n1Cc1ccccc1	9.0	-3.4	96.5	3.9	9.4	0.4	1.04	0.7	8.0	95.3
CC(C)CN(/C=N/c1sc2c(c1C#N)CCCCC2)CC(C)C	-2.7	0.0	101.5	1.3	-5.6	-0.8	1.03	-0.3	-4.2	104.5
O=C(O)CCN1C(=O)/C(=C/c2cn(-c3ccccc3)nc2-c2cccs2)SC1=S	8.9	-0.4	100.7	-1.1	10.0	-5.2	1.01	0.2	-9.0	96.0
N/C(=N\c1nc2c(c(=O)[nH]1)CCC2)Nc1cccc2ccccc12	-11.7	-4.5	90.7	10.1	17.7	-1.9	0.87	0.3	-1.3	88.0
